Vc quorum ag – quorum light induction in luxS cqsA deficient V. cholerae; V. cholerae BH1578 lux reporter, luminescence, 6 h; activation, % at 18.7 µM; actives 0.16% (n = 350,000); in the data active means activation mostly above about 9.7%, no sharp cut-off; further: not every result past the cut was called active; inactives centre near 0; reference of the scale not given here
Mtb FBA inh – inhibitors of M. tuberculosis fructose-bisphosphate aldolase; P9WQA3; purified M. tuberculosis FBA, fluorescence read-out; inhibition, % at 1 µM; actives 2.3% (n = 360,000); in the data active means inhibition above about 27%;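 further: 0% = vehicle and 100% = reference inhibitor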
Target sequence (P9WQA3 whole entry, looked up): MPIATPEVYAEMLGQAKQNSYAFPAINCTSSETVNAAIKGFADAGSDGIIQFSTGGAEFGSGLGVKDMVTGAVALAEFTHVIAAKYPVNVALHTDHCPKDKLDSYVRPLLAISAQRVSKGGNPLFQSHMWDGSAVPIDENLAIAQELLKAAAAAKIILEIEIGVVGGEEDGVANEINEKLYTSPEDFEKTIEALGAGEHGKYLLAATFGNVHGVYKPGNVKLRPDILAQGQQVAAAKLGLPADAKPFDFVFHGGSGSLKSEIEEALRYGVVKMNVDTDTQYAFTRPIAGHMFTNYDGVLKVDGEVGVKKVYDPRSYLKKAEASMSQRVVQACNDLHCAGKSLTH
GDH-TPI inh – counter-screen for M. tuberculosis FBA inhibitors: GDH-TPI coupled enzymes | GDH-TPI coupled enzyme counterscreen, NADH absorbance | actives 1.2% (n = 360,000) | inhibition, % at 4.8 µM | AID 588335; in the data active means inhibition above about 30%;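 further: 0% = DMSO wells and 100% = wells lacking the enzyme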
UGM FP inh – blocks M. tuberculosis UGM enzyme; P9WIQ1; actives 0.06% (n = 320,000); purified UGM, fluorescence polarization probe displacement; AID 504406; inhibition, % at 10 µM; in the data active means inhibition above about 10%, passing the limit was not always enough
Target sequence (P9WIQ1 whole entry, looked up): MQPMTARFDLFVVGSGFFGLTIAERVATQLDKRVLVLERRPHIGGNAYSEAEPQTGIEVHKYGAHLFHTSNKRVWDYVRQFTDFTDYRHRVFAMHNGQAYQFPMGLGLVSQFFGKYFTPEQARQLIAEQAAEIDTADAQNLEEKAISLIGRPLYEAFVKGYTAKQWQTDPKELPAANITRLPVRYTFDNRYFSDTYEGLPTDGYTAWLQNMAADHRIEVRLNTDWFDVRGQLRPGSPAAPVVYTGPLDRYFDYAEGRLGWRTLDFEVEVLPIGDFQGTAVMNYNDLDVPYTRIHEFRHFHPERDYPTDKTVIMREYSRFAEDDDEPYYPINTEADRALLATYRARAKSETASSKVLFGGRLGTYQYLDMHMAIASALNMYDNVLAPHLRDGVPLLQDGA
BioA inh – inhibitors of Mycobacterium tuberculosis BioA enzyme; actives 0.096% (n = 360,000); purified M. tuberculosis BioA enzyme, plate reader; inhibition, % at 9.99 µM; in the data active means inhibition above about 40%
TcdB inh – inhibitors of Clostridioides difficile toxin B glycohydrolase. P18177. TcdB glycohydrolase enzymatic assay, plate reader. inhibition, % at 9.99 µM. actives 0.24% (n = 350,000); in the data active means inhibition above about 10%
PfHsp40 rescue – restores yeast growth despite PfHsp40 toxicity. S. cerevisiae expressing PfHsp40, growth rescue, ATP luminescence. growth rescue, % at 12.5 µM. actives 0.68% (n = 340,000). AID 504582; in the data active means growth rescue above about 28%, passing the limit was not always enough;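 further: yeast W303a lacking pdr1 and pdr3 grown in galactose medium; growth measured after three days at 30 °C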
FadD28 FP inh – inhibitors of Mycobacterium tuberculosis FadD28 bisubstrate binding; FadD28 bisubstrate probe binding, fluorescence polarization; actives 0.22% (n = 360,000); inhibition, % at 12.5 µM; in the data active means inhibition above about 8.5%, passing the limit was not always enough
Y pestis TopoI – blocks Yersinia pestis topoisomerase I activity. actives 0.064% (n = 360,000). activity, % at 10 µM. Y. pestis Topo-I cleavage product accumulation, plate reader; in the data active means activity above about 50%, passing the limit was not always enough; further: inactives centre near 2
* = called active by the depositor; i = inactive; nt = not tested or not shown.

SMILES | Vc quorum ag | Mtb FBA inh | GDH-TPI inh | UGM FP inh | BioA inh | TcdB inh | PfHsp40 rescue | FadD28 FP inh | Y pestis TopoI
N/C(=N\[N+](=O)[O-])NCCCC(NC(=O)CNC(=O)c1ccccc1)C(=O)O (centres undefined) | i | -2 | 7 | -0.1 | nt | -3.1 | 0.7 | -2.9 | 5
Cc1cccc(NCCC(=O)c2ccc(Br)cc2)c1 | -0.4 | -1 | 1 | 4.5 | -1.0 | 0.2 | 1.2 | -2.2 | 1
CC1CCCC(C)N1C(=O)CSc1nnc(COc2ccccc2)n1-c1ccccc1 (centres undefined) | 1.4 | 0 | 8 | 0.5 | nt | nt | -1.7 | -0.7 | 3
Cc1c(Cl)cnc(NC(=O)CSc2nnnn2C)c1Cl | 1.2 | -2 | -1 | 2.4 | 0.4 | 1.0 | -1.6 | -1.1 | 3
O=c1c(Cc2ccccc2O)c(O)nc2n1CCCS2 | i | -1 | 5 | 5.4 | 0.1 | 2.8 | -0.6 | -0.8 | 2
Cc1cc(NC(=O)CSc2nnc(-c3ccncc3)n2C)n(-c2ccccc2)n1 | -1.1 | 1 | 8 | -2.3 | nt | 0.2 | -2.5 | -2.9 | -3
Cc1ccc(C)c(OCc2cc(C(=O)NC(c3ccccn3)C(F)(F)F)no2)c1 (centres undefined) | i | 3 | -3 | 0.8 | 0.4 | -0.4 | -0.2 | -2.8 | 22
Cn1nc(C(=O)NC2CCCCCC2)ccc1=O | -2.6 | -1 | 11 | -1.6 | -2.3 | 1.5 | -1.0 | 0.6 | -5
CCOC(=O)C1=C(N)N2C(=O)C(C)SC2=C(C(=O)OCC)C1c1ccc(O)cc1 (centres undefined) | i | 2 | 17 | 0.9 | nt | 0.1 | 0.0 | -2.0 | 5
O=C(NN=C1CCCCCCCCCCC1)c1ccccc1F | -0.2 | 2 | 1 | -0.5 | -1.2 | nt | -0.7 | -1.4 | -6
CC(=NCc1cccnc1)c1c(O)n(-c2ccc(C)cc2)c(=O)[nH]c1=O | nt | 3 | -7 | 1.6 | 1.2 | nt | -0.3 | -0.7 | -2
CCC1CCCCN1CCCNC(=O)C1CCN(c2nnc(-n3cccc3)s2)CC1 (centres undefined) | -0.4 | 0 | -4 | 0.1 | -0.8 | 2.2 | 0.1 | -4.0 | -5
CCn1c(C(C)NS(=O)(=O)c2ccc(Cl)cc2)n[nH]c1=S (centres undefined) | -1.9 | 4 | -2 | -2.8 | -1.7 | 3.0 | -0.7 | -3.6 | 1
CSc1ccc(CN(C)C(=O)COc2ccc(C(=O)c3ccccc3)cc2)cc1 | i | 6 | 1 | 0.4 | -5.5 | 0.8 | 1.3 | 0.3 | 39
CC(=O)Nc1ccc2c3c(cccc13)CC2 | -6.7 | 0 | -2 | 3.5 | 0.7 | nt | 0.7 | -3.8 | -2
CC(Sc1ccccc1)C(=O)Nc1ccc(N2CCOCC2)cc1 (centres undefined) | 1.0 | 2 | -13 | 0.1 | 0.8 | nt | -0.7 | 1.9 | 4
C=C1CC2(OC1=O)c1ccccc1CCc1ccccc12 | i | -1 | 9 | nt | nt | 0.0 | -0.1 | -3.1 | 13
CN(C)S(=O)(=O)Nc1ccc(NS(=O)(=O)N(C)C)c(S(=O)(=O)c2ccccc2)c1 | i | 0 | 11 | -2.8 | -5.4 | nt | 0.8 | 1.4 | 8
O=c1[nH]cnc2cc(Cl)ccc12 | -13 | -4 | 15 | -0.9 | -3.9 | nt | -0.5 | -1.0 | -5
CCOc1ccc(NC(=O)CN(C)C(=O)C2CC(=O)N(CCc3ccccc3)C2)cc1OCC (centres undefined) | i | 5 | 9 | 0.4 | 14 | 1.1 | -0.6 | -0.8 | 6
O=C(Nc1cccnc1)C1CCCN(S(=O)(=O)c2ccccc2)C1 (centres undefined) | i | -3 | 4 | -2.0 | 2.4 | nt | -0.6 | -0.3 | -3
CC(C)CCn1c(=O)c(C(=O)Nc2ccccc2S(N)(=O)=O)c(O)c2ccccc21 | -0.2 | 3 | 23 | 2.0 | -0.7 | nt | 0.4 | 0.0 | -4
O=Cc1ccc(OCCCOc2cccc3cccnc23)cc1 | -0.6 | 0 | 10 | -0.5 | 1.6 | 3.7 | 0.4 | 0.1 | 7
CCOC(=O)c1cc(-c2ccccc2)nc2nc(N3CCCCC3)sc12 | 0.0 | 18 | -10 | 0.6 | nt | nt | -0.7 | -1.3 | -1
COc1ccc(CNC(=O)CSc2nnc(C)s2)cc1 | i | 1 | -2 | 0.1 | -0.8 | nt | -0.7 | -2.8 | 3

Some of these compounds in order of formula weight, high to low.
SMILES | Vc quorum ag | Mtb FBA inh | GDH-TPI inh | UGM FP inh | BioA inh | TcdB inh | PfHsp40 rescue | FadD28 FP inh | Y pestis TopoI
CN(C)S(=O)(=O)Nc1ccc(NS(=O)(=O)N(C)C)c(S(=O)(=O)c2ccccc2)c1 | i | 0 | 11 | -2.8 | -5.4 | nt | 0.8 | 1.4 | 8
CC1CCCC(C)N1C(=O)CSc1nnc(COc2ccccc2)n1-c1ccccc1 (centres undefined) | 1.4 | 0 | 8 | 0.5 | nt | nt | -1.7 | -0.7 | 3
CC(C)CCn1c(=O)c(C(=O)Nc2ccccc2S(N)(=O)=O)c(O)c2ccccc21 | -0.2 | 3 | 23 | 2.0 | -0.7 | nt | 0.4 | 0.0 | -4
CC(=NCc1cccnc1)c1c(O)n(-c2ccc(C)cc2)c(=O)[nH]c1=O | nt | 3 | -7 | 1.6 | 1.2 | nt | -0.3 | -0.7 | -2
CCn1c(C(C)NS(=O)(=O)c2ccc(Cl)cc2)n[nH]c1=S (centres undefined) | -1.9 | 4 | -2 | -2.8 | -1.7 | 3.0 | -0.7 | -3.6 | 1
CC(Sc1ccccc1)C(=O)Nc1ccc(N2CCOCC2)cc1 (centres undefined) | 1.0 | 2 | -13 | 0.1 | 0.8 | nt | -0.7 | 1.9 | 4
O=C(NN=C1CCCCCCCCCCC1)c1ccccc1F | -0.2 | 2 | 1 | -0.5 | -1.2 | nt | -0.7 | -1.4 | -6
COc1ccc(CNC(=O)CSc2nnc(C)s2)cc1 | i | 1 | -2 | 0.1 | -0.8 | nt | -0.7 | -2.8 | 3
O=Cc1ccc(OCCCOc2cccc3cccnc23)cc1 | -0.6 | 0 | 10 | -0.5 | 1.6 | 3.7 | 0.4 | 0.1 | 7
C=C1CC2(OC1=O)c1ccccc1CCc1ccccc12 | i | -1 | 9 | nt | nt | 0.0 | -0.1 | -3.1 | 13
Cn1nc(C(=O)NC2CCCCCC2)ccc1=O | -2.6 | -1 | 11 | -1.6 | -2.3 | 1.5 | -1.0 | 0.6 | -5
CC(=O)Nc1ccc2c3c(cccc13)CC2 | -6.7 | 0 | -2 | 3.5 | 0.7 | nt | 0.7 | -3.8 | -2

Sorted by formula weight (highest first): 3 of the compounds above
SMILES | Vc quorum ag | Mtb FBA inh | GDH-TPI inh | UGM FP inh | BioA inh | TcdB inh | PfHsp40 rescue | FadD28 FP inh | Y pestis TopoI
CCOC(=O)C1=C(N)N2C(=O)C(C)SC2=C(C(=O)OCC)C1c1ccc(O)cc1 (centres undefined) | i | 2 | 17 | 0.9 | nt | 0.1 | 0.0 | -2.0 | 5
O=C(Nc1cccnc1)C1CCCN(S(=O)(=O)c2ccccc2)C1 (centres undefined) | i | -3 | 4 | -2.0 | 2.4 | nt | -0.6 | -0.3 | -3
O=c1[nH]cnc2cc(Cl)ccc12 | -13 | -4 | 15 | -0.9 | -3.9 | nt | -0.5 | -1.0 | -5

(list continues)
SMILES | Vc quorum ag | Mtb FBA inh | GDH-TPI inh | UGM FP inh | BioA inh | TcdB inh | PfHsp40 rescue | FadD28 FP inh | Y pestis TopoI
O=C(CSc1nnc(Cc2cccs2)n1-c1ccccc1)NC1CCCCC1 | i | -2 | 14 | 1.4 | 4.2 | nt | 1.4 | -2.7 | 8
Cc1noc(C)c1COC(=O)CCCc1c[nH]c2ccccc12 | -0.7 | -1 | -6 | 0.6 | 1.3 | nt | 1.9 | -3.6 | 4
N#C/C(=C\c1ccc(-c2cccc([N+](=O)[O-])c2)o1)C(=O)Nc1nc(-c2cccs2)cs1 | 4.8 | 6 | 9 | -2.0 | 0.4 | 0.9 | -2.1 | -0.9 | -9
COc1ccc(NC(=O)c2cc(Br)ccc2Cl)c(OC)c1 | -2.7 | 0 | 5 | -0.2 | nt | -0.3 | 0.0 | -1.5 | -2
Cc1nc2ccccc2c(=O)n1/N=C/c1cccnc1 | -2.2 | -1 | 4 | 0.3 | 8.0 | nt | -0.4 | -0.3 | -3
CN(C)CCN1CCN(C2CN(Cc3ccc(F)cc3)S(=O)(=O)C2)CC1 (centres undefined) | nt | 4 | nt | nt | 0.2 | -0.3 | nt | -1.3 | nt
CCCCn1c(SCC(=O)NNC(=O)c2ccco2)nnc1-c1ccco1 | 0.2 | -4 | -5 | 1.3 | nt | 0.5 | -1.0 | -5.0 | -5
C=CCN1c2ccccc2[C@]23C[C@@H](C(=O)OC)N(C(=O)c4ccc(Br)cc4)C2=NC(C(=O)OC)=C(C(=O)OC)[C@H]13 | 0.6 | -2 | 13 | 1.9 | -1.0 | 1.4 | -0.3 | -0.2 | 1
N#Cc1nc(COc2ccc(Cl)cc2Cl)oc1N1CCN(c2ccccc2)CC1 | i | -1 | 6 | -3.8 | -1.9 | nt | 1.3 | -0.8 | 10
Cc1c(C#N)c2ncnc(N)c2n1-c1ccccc1 | -0.5 | -3 | -1 | -1.4 | 0.6 | nt | -2.0 | -0.9 | -2
CCN(CC)c1nc(Nc2ccc(Cl)cc2)nc(OCC#N)n1 | i | 6 | -5 | -0.3 | nt | nt | 0.7 | -1.6 | 2
Cc1ccc(-n2nc3c(N4CCC(C(=O)N5CCC(C(N)=O)CC5)CC4)nnc(C)c3c2C)cc1 | -2.5 | 5 | 11 | 2.6 | 36 | -2.4 | 0.7 | -0.8 | 16
Cc1cc(OCC(=O)NCC(c2cccs2)N2CCOCC2)ccc1C(C)C (centres undefined) | i | -1 | 7 | -3.0 | -0.2 | 0.8 | 0.0 | -0.7 | 40
O=C(OCC(=O)C12CC3CC(CC(C3)C1)C2)c1ccc(CO)cc1 | -2.1 | 2 | 2 | -1.3 | -0.2 | 0.6 | 0.9 | -2.2 | 18
O=C1C[C@@H](c2ccc(O)cc2)Oc2cc(O)cc(O)c21 | -4.3 | -2 | 11 | 2.0 | 1.1 | 9.8 | 1.4 | -1.1 | -3
COc1cccc(CNC(=O)CCC2CCCN(C(=O)C3=CC(=O)CC(C)(C)O3)C2)c1 (centres undefined) | 0.9 | 2 | 1 | 1.3 | -0.8 | 0.5 | -0.2 | -2.6 | 5
CCN(CC)S(=O)(=O)c1c(OC)cc(C)c(Cl)c1C | -0.1 | 7 | -1 | -0.4 | nt | 2.4 | -0.2 | -9.8 | 4
CCN(CC(=O)Nc1c(F)cccc1F)C(=O)CCN1C(=O)c2cccc([N+](=O)[O-])c2C1=O | -1.1 | 0 | -4 | 2.3 | -2.1 | 2.6 | 1.2 | -1.2 | -1
CC1(C)CC(N=Cc2c(O)n(Cc3ccc4c(c3)OCO4)c(=O)c3ccccc23)CC(C)(C)N1 | i | -2 | 4 | -0.7 | nt | 2.3 | -0.5 | -0.8 | -12
O=C(N=C1N=C2C=CC=CN2Cc2ccccc21)c1ccc(S(=O)(=O)N2CCCC2)cc1 | i | 2 | 8 | -0.1 | 1.3 | 0.9 | -1.3 | -4.4 | 7
CN(CCNC(=O)C1(O)c2ccccc2NC(=O)N1c1ccccc1)Cc1ccccc1 (centres undefined) | -0.4 | -3 | 2 | -1.9 | -3.8 | nt | -1.3 | -1.0 | -6
CS(=O)(=O)N(CC(=O)N1CCc2ccccc2C1)c1ccc(Cl)cc1F | -0.8 | 0 | 4 | -1.2 | 0.4 | 1.3 | -0.6 | 0.8 | 11
CCC(CC)c1nnc(NC(=O)CCCN2C(=O)c3ccccc3C2=O)s1 | i | 3 | 1 | 0.5 | -1.1 | nt | 0.7 | -0.5 | 12
COCCNCCOc1ccc(C)cc1[N+](=O)[O-] | i | -7 | 8 | 0.7 | nt | -0.5 | 1.4 | -1.7 | 1
CC1CN(C(=O)COC(=O)[C@@H]2CC(O)CN2S(=O)(=O)c2ccc3c(c2)OCCO3)CC(C)O1 (some centres undefined) | i | -4 | 1 | 3.9 | -1.2 | -0.3 | -0.9 | -0.2 | -9
Fc1cccc(Cl)c1CSc1nnnn1-c1ccc2c(c1)OCO2 | -0.7 | 2 | 18 | -4.7 | 0.6 | 0.8 | 1.8 | -3.2 | 6

Source: PubChem BioAssay
